ssDAF12 agonist: activators of S. stercoralis DAF-12 nuclear receptor; HEK293 ssDAF-12/GRIP1 lit1-tk-luc reporter, luminescence; % of 3 µM dafachronic acid response; activation, % at 6.8 µM; actives 1% (n = 370,000); AID 652126;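 active = activation above the mean over all tested compounds plus 3 SD, cut at about 0.9% in these data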;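 note: 0% = DMSO-only wells and 100% = 3 µM delta7-dafachronic acid wells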
DAX1 inh-1: inhibitors of human orphan nuclear receptor DAX1 (NR0B1); P51843; actives 0.99% (n = 340,000); HEK293 Gal4-DAX1 luciferase reporter, luminescence; AID 504766; inhibition, % at 6.75 µM;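 active = inhibition above the mean over all tested compounds plus 3 SD, cut at about 4.2% in these data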;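 note: 0% = DAX1-transfected cells with DMSO and 100% = empty-vector control cells with DMSO; inhibition shows as a rise in luminescence from relieved DAX1 repression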
Target sequence (P51843 207-470 limits assumed): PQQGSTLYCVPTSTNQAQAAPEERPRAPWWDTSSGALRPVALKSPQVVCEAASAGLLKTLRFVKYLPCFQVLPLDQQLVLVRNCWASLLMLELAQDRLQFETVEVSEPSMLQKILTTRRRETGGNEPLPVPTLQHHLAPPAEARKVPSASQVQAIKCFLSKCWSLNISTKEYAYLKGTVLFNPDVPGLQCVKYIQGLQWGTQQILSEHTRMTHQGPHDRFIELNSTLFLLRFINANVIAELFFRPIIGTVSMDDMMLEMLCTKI
ADAM10 inh: inhibitors of human ADAM10; inhibition, % at 7 µM; actives 0.62% (n = 370,000); AID 720582; recombinant ADAM10, EDANS/DABCYL FRET peptide cleavage, 3 h; O14672;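 active = inhibition above a per-campaign cutoff equal to the mean of compounds falling between control-based bounds plus 3 SD, cut at about 20% in these data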;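 note: 0% = DMSO wells while the 100% control is not disclosed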
Target sequence (O14672 214-748 limits assumed): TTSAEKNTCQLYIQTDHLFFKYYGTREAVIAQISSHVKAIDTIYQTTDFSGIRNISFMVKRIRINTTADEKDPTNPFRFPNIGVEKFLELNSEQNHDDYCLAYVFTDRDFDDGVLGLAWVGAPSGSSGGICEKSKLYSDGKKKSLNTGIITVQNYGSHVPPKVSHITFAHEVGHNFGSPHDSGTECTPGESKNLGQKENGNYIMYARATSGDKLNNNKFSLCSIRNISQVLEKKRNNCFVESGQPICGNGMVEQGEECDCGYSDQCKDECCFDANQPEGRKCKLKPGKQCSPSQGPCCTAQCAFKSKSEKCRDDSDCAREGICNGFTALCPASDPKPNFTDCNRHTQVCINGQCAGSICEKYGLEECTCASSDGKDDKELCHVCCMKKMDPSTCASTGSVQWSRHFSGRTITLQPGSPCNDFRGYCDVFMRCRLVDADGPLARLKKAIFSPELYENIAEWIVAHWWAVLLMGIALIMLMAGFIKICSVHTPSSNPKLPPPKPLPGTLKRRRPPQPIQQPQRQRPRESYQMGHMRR
NPR1 activator: GC-A (human) enzyme activation; HEK293 GC-A cells, cGMP TR-FRET, EC30 ANP; 0% at EC30 ANP, 100% saturating ANP; activation, % at 10 µM; P16066; actives 0.14% (n = 370,000); in the data active = activation above about 40%
GAA850 FXN act: frataxin GAA850 promoter activation; HEK293 lucGAA850 FXN promoter luciferase reporter, 24 h; percent of 10 µM SAHA response; activation, % at 6 µM; actives 0.56% (n = 360,000); AID 540364;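 active = activation above the average of all compounds screened plus 3 SD, cutoff fixed separately per campaign, cut at about 7.5% in these data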;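 note: 0% = DMSO wells and 100% = 10 µM SAHA wells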
GC-B act: GC-B (human) receptor activation | P20594 | HEK293-GC-B cells, CNP EC30, cGMP TR-FRET; 0% at EC30 CNP, 100% saturating CNP | activation, % at 10 µM | actives 0.11% (n = 370,000);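 active = activation at 10 µM reaching about 35% in either raw or pattern-adjusted values, limit read from the data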
DAX1 inh-2: inhibitors of DAX1 repression of SF-1 activated StAR promoter; HEK293T StAR-luciferase reporter, SF-1/DAX-1 repression relief; inhibition, % at 6.8 µM; actives 1.1% (n = 370,000); AID 652010;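 active = inhibition above the mean over all tested compounds plus 3 SD, cut at about 3.6% in these data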;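 note: 0% = DAX-1 cells with DMSO and 100% = cells lacking DAX-1 with DMSO; higher inhibition means more luminescence from relief of DAX-1 repression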
SMARCA2 activ: SMARCA2 function activation, primary screen; actives 1% (n = 370,000); MG213 cells, MMTV-luciferase reporter, dexamethasone, overnight; activation, % at 9.1 µM; in the data active = activation above about 7.8%;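 note: 0% = vehicle wells and 100% = reference activator wells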
hcDAF12 agonist: activates DAF-12 receptor from parasite H. contortus; HEK293 hcDAF-12 lit1-tk-luc reporter, luminescence; 0% DMSO, 100% Δ7-dafachronic acid; actives 1.4% (n = 370,000); activation, % at 6.8 µM;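 active = activation above the mean of all tested compounds plus 3 SD, cut at about 5.5% in these data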;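 note: 100% = response to 3 µM Δ7-dafachronic acid high control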
hgDAF-12 ag: hgDAF-12 agonism, primary luciferase screen. actives 1.8% (n = 370,000). activation, % at 6.8 µM. HEK293 GAL4-hgDAF12 UAS-luciferase reporter, agonist luminescence; normalized to butyrate control;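 active = activation above a cutoff set at the mean of all screened compounds plus 3 SD, cut at about 10% in these data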;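 note: 0% = DMSO wells and 100% = sodium butyrate wells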
sPLA2-III inh: Blocks human group III sPLA2 activity. QFRET BODIPY PC-A2 liposome hydrolysis, fluorescence. inhibition, % at 12.2 µM. actives 0.56% (n = 370,000);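 active = inhibition above mean plus 3 SD of compounds lying within the high and low control bounds, cut at about 19% in these data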;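 note: 0% = median of test compound wells and 100% = no enzyme DMSO wells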
* = called active by the depositor; / = not tested or not shown.

SMILES | ssDAF12 agonist | DAX1 inh-1 | ADAM10 inh | NPR1 activator | GAA850 FXN act | GC-B act | DAX1 inh-2 | SMARCA2 activ | hcDAF12 agonist | hgDAF-12 ag | sPLA2-III inh
CCN(CC)CCNC(=O)c1ccc(NC(=O)c2cccc(S(=O)(=O)N(C)C3CCCCC3)c2)cc1 | -0.5 | 0.4 | -16 | 0 | 0.8 | 0 | 3.1 | 7 | -0.5 | 3.6 | -9
O=C(Cn1ncc2c1-c1ccccc1OC2)N1CCc2ccccc21 | -1.3 | 2.6 | -68 | -2 | -1.7 | 5 | 0.0 | -4 | 0.5 | -0.2 | 8
CCN(CC)S(=O)(=O)c1ccc(N=Nc2cc(C)cc(Br)c2O)cc1 | -1.5 | 1.5 | 1 | -1 | 2.1 | -7 | 0.1 | -2 | -0.1 | -1.3 | -1
CCOc1ccc(NC(=O)CN2C(=O)c3ccccc3C2=O)cc1 | -1.2 | 0.8 | -9 | 4 | -0.2 | -1 | -0.5 | -1 | 0.8 | 1.4 | 5
Cc1c(C(=O)NCC2CCCO2)oc2ccc(S(=O)(=O)N3CC(C)CC(C)C3)cc12 (configuration not stated) | -0.3 | -0.1 | -6 | 0 | -1.7 | 6 | -0.4 | 3 | 4.4 | 0.7 | 16
Cc1ccc(S(=O)(=O)N(C)C)cc1-n1c(SCC(=O)N(C)C)nc2ccccc2c1=O | -1.6 | 2.1 | -4 | -1 | 0.8 | 0 | -0.3 | 5 | -1.8 | -2.1 | 4
O=C(Nc1ccc2c(c1)OCO2)C1CCN(C(=O)c2ccc(Cl)cc2)CC1 | -1.7 | 2.8 | -7 | -5 | -1.8 | 0 | 0.2 | -3 | -1.1 | 0.9 | 0
CCOC(=O)c1cc(CC)sc1NC(=O)COc1ccc2c(C)cc(=O)oc2c1 | -1.1 | 1.1 | -314 | 1 | 2.2 | 1 | 0.2 | -3 | -2.2 | -1.3 | 7
Cc1c(-c2ccc(/C=N/NC(=O)C(=O)Nc3ccccc3F)o2)cccc1[N+](=O)[O-] | -1.2 | / | 2 | 0 | 0.3 | 7 | 0.2 | -5 | 1.3 | -0.2 | 6
C=CCNC(=O)CN(CCc1ccccc1)S(=O)(=O)c1ccccc1 | -0.9 | 0.2 | 0 | -7 | -1.0 | 0 | -0.2 | -1 | -2.2 | 2.0 | 0
O=C(c1ccco1)N(Cc1ccccc1)Cc1ccccn1 | -2.5 | 1.1 | -5 | -2 | 0.0 | 8 | -0.2 | 0 | -0.5 | -1.8 | 0
Cn1c(SCc2c(F)cccc2Cl)nc2ccccc2c1=O | -1.5 | 2.5 | -12 | -15 | 2.0 | -8 | -0.4 | -4 | -1.4 | 0.6 | 8
NNC(=O)c1ccc(COCC(F)(F)F)cc1 | -2.1 | 0.4 | 2 | 4 | -0.7 | 6 | -0.5 | -3 | -1.0 | 1.5 | 6
O=C(NO)c1ccc(OC(F)F)cc1 | -0.8 | 0.7 | 25* | 2 | 2.7 | 4 | 0.9 | -3 | 0.3 | 7.5 | -8
COc1cc(OC)c(C2N(c3cc(C)on3)C(=O)C3CCCN32)cc1OC (configuration not stated) | -1.3 | 0.8 | -50 | 4 | -0.5 | 2 | -0.3 | -4 | -1.0 | 0.6 | 3
C=CC[C@@H](CC(=O)N[C@H](CO)Cc1ccccc1)C(=O)NC[C@H](OC(=O)[C@@H](CC=C)Cc1ccc(F)cc1)c1ccccc1 | -2.0 | -3.7 | 14 | -2 | -8.3 | -2 | -1.3 | 0 | -3.1 | -1.9 | -34
CCCc1ccc(C(=O)CN2C(=O)C(=O)N(C3CCCC3)C2=O)cc1 | -1.3 | 0.0 | -8 | 1 | 1.2 | 6 | -2.1 | -2 | -0.9 | -0.4 | -24
CC(=O)NCC1CCCN(Cc2cn(-c3ccccc3)nc2-c2ccc3c(c2)OCO3)C1 (configuration not stated) | -1.6 | -0.8 | -8 | -1 | 0.2 | -2 | 2.8 | 0 | -0.4 | -1.4 | 3
Cc1c(-c2csc(N)n2)cnn1C | -0.9 | 0.0 | 6 | -4 | 4.2 | 0 | 1.0 | 5 | 0.1 | 4.3 | 0
O=C1CCCc2[nH]c3cccc(/C(=C/c4ccccc4)c4ccccc4)c3c21 | -1.7 | -1.3 | -2 | -8 | -0.8 | -7 | -0.1 | 0 | -0.8 | 1.3 | -10
O=C(CSc1nnc(COc2ccc(Cl)cc2)o1)N1CCOCC1 | -0.8 | -0.8 | 1 | 12 | -1.8 | 1 | -0.3 | 0 | -1.4 | -0.8 | 1
CCOc1ccc(N2C(=O)CC(NCCc3c[nH]c4ccccc34)C2=O)cc1 (configuration not stated) | -1.5 | -1.3 | 2 | -2 | -1.9 | 0 | 1.4 | 2 | -0.5 | 1.8 | -20
CC(=O)Nc1c(-c2ccccc2Cl)c(=O)c2ccccc2n1C | -1.2 | 3.0 | -8 | 3 | 0.8 | 2 | 0.2 | 4 | -1.2 | -0.5 | 6
CCCCNC(=O)c1cc2c(-c3ccc(Cl)cc3)nn(C)c2s1 | 0.5 | 3.6 | -17 | 7 | -0.1 | 1 | -0.7 | -3 | 5.9* | 5.6 | 0
CCC(c1nnnn1-c1ccc2c(c1)OCCO2)N1CCN(c2cccc(C)c2C)CC1 (configuration not stated) | -0.6 | / | -2 | -5 | / | -3 | -2.0 | -3 | -1.5 | -1.4 | -8
Cc1ccc(CNC(=O)N2CCN(C)CC2)cc1 | -1.3 | 0.5 | -8 | 2 | -1.6 | 3 | 0.3 | -4 | 2.4 | -1.7 | 8
NC(=O)c1ccsc1NC(=O)COC(=O)Cc1ccccc1Cl | -1.0 | 0.2 | 1 | 6 | -1.0 | -5 | -2.5 | 0 | -2.7 | 0.5 | -10
Cc1ccc(NC(=O)c2ccc(-n3cncn3)c([N+](=O)[O-])c2)cc1 | -1.7 | 0.0 | 4 | -6 | 1.7 | 0 | -0.7 | 4 | 0.2 | -1.9 | 0
Cc1ccc2occ(/C=N/NC(=O)c3ccncc3)c(=O)c2c1 | -1.6 | -0.1 | -5 | -1 | -4.0 | 0 | 0.6 | 0 | -0.9 | 2.3 | -11
O=[N+]([O-])c1c(Cl)cc(Cl)cc1Cl | -0.4 | / | -5 | 3 | / | 0 | 0.9 | -1 | -1.5 | 1.3 | 0
Cc1ccc(C(=O)C(C)OC(=O)CNC(=O)c2ccc(Br)o2)cc1 (configuration not stated) | -1.2 | -1.1 | -8 | -4 | 1.2 | -4 | 2.4 | -3 | 0.1 | -1.5 | 0
COc1ccc(NC(=O)CSc2nc(N)cc(=O)[nH]2)cc1S(=O)(=O)N1CCCCC1 | -0.3 | 0.9 | -1 | 0 | 0.8 | 2 | 1.4 | -1 | 0.1 | -1.2 | -4
S=c1[nH]nc(-c2cc(-c3ccccc3)n[nH]2)n1/N=C/C(Br)=C/c1ccccc1 | -0.9 | / | -9 | -7 | 12* | -7 | -0.4 | -1 | -0.3 | -1.9 | 11
O=S1(=O)N[C@@H](Cc2ccccc2)COc2cc(NCCCN3CCOCC3)ccc21 | -1.0 | / | -4 | 0 | / | 0 | -1.7 | 2 | -1.3 | -4.2 | -11
CCN(CC)S(=O)(=O)c1ccc2c(c1)c(C(=O)O)cn2C | -1.2 | -0.2 | 4 | -2 | -2.9 | 4 | -0.3 | 2 | 0.5 | 1.2 | 0
O=C(CCl)c1ccc2c(c1)CCN2C(=O)C1CCCCC1 | -0.8 | 0.1 | -25 | 27 | 5.7 | -4 | -1.7 | -1 | -1.4 | 3.7 | -1
Cc1ccc(S(=O)(=O)N/N=C/c2cccs2)cc1 | 0.0 | -0.6 | 1 | 3 | -0.4 | 2 | -0.2 | -4 | 3.8 | -1.5 | 10
Cc1onc(-c2ccccc2)c1C(=O)N1CCN(Cc2ccccc2)CC1 | -0.6 | 0.3 | -2 | 1 | 0.1 | 5 | 0.3 | -3 | -0.8 | -0.1 | 2
CCCCC(=O)NNC(=O)CC(=O)Nc1ccccc1C(=O)O | -1.2 | -1.0 | -7 | -3 | -1.4 | 1 | 0.1 | -4 | -1.2 | 4.0 | 4
Cc1ccc(OCC(=O)OC2CCS(=O)(=O)C2)cc1 (configuration not stated) | -1.7 | 1.6 | 4 | -10 | 1.5 | 1 | 0.1 | 0 | 0.6 | 2.2 | 3

Entries of single compounds as entered above. Order of screens: ssDAF12 agonist, DAX1 inh-1, ADAM10 inh, NPR1 activator, GAA850 FXN act, GC-B act, DAX1 inh-2, SMARCA2 activ, hcDAF12 agonist, hgDAF-12 ag, sPLA2-III inh
Cc1onc(-c2ccccc2)c1C(=O)N1CCN(Cc2ccccc2)CC1 is listed with -0.6, 0.3, -2, 1, 0.1, 5, 0.3, -3, -0.8, -0.1, 2
Cc1ccc(OCC(=O)OC2CCS(=O)(=O)C2)cc1 (configuration not stated) is listed with -1.7, 1.6, 4, -10, 1.5, 1, 0.1, 0, 0.6, 2.2, 3

The list continues:
SMILES | ssDAF12 agonist | DAX1 inh-1 | ADAM10 inh | NPR1 activator | GAA850 FXN act | GC-B act | DAX1 inh-2 | SMARCA2 activ | hcDAF12 agonist | hgDAF-12 ag | sPLA2-III inh
COC(=O)c1cc(=O)nc(NN=Cc2ccccc2O)s1 | -0.8 | / | -2 | 7 | / | -4 | 1.4 | -4 | 0.4 | 1.2 | -11
Cc1cc(=O)[nH]c(SCC(=O)Nc2ccccc2[N+](=O)[O-])n1 | -1.2 | 1.5 | 8 | 0 | 1.9 | -1 | -0.3 | -2 | -1.2 | -3.6 | 3
O=C(NCc1ccco1)c1ccc(F)c(S(=O)(=O)N2CCCCC2)c1 | -1.7 | 0.2 | 3 | -3 | 3.0 | 3 | 0.0 | 2 | -1.1 | 4.0 | -2
CC(=O)C[C@@H](O)CC(=O)[C@@H]1OC(=O)[C@H](C)CCCCc2ccccc21 | -0.6 | 2.5 | -2 | -2 | 1.3 | 0 | -0.7 | -1 | 0.1 | 0.5 | -4
O=S(=O)(c1ccc(Sc2nnc3ccccn23)nc1)N1CCOCC1 | -1.2 | 0.5 | -7 | 3 | -1.4 | 5 | 0.2 | 7 | -1.0 | -0.6 | -1
CCOC(=O)c1sc2nc(-c3ccccc3)ccc2c1N | 0.4 | 2.5 | -54 | 12 | 2.1 | -4 | 4.3* | 1 | 9.0* | 24* | 4
CCOc1ccc(C(=O)NCC(C)CN(C)C)cc1OCC (configuration not stated) | -0.9 | 0.3 | 6 | 1 | 1.1 | -2 | 0.2 | 9.4* | -0.1 | 3.3 | 1
Cc1cc(C)cc(CC2CC(=O)N(c3cc(C)ccc3C)C2=O)c1 (configuration not stated) | -1.1 | -0.1 | -5 | -5 | 3.1 | -1 | -0.7 | -2 | -2.0 | -0.4 | -10
O=C(O)c1cc(N2N=C(C(F)(F)F)/C(=C/C=C/c3ccco3)C2=O)ccc1Cl | -1.2 | -1.3 | 4 | -20 | 0.0 | -2 | -0.6 | -2 | -2.4 | 2.5 | -9
Cc1ccc2c(c1)C1C[N+](C)(CC(=O)Nc3ccccc3Cl)CCC1N2C(=O)c1ccccc1Cl (configuration not stated) | -0.2 | 2.4 | -8 | 0 | -2.2 | 8 | -0.9 | -2 | 1.9 | 0.1 | -7
O=C(NC1=NCCS1)NC12CC3CC(CC(C3)C1)C2 | -0.5 | -1.2 | 9 | 1 | 1.7 | 5 | 1.3 | 2 | -2.0 | 1.6 | -4

Screening results deposited in PubChem BioAssay by several laboratories.
